# Source: PubChem
# Salmonella PhoP GFP: PhoP regulon inhibitors, Salmonella typhi PhoP promoter GFP reporter, confirmatory (AID 1850); Salmonella Typhi PhoP-promoter GFP reporter, fluorescence, 4 h; higher % means a stronger effect; inhibition, % at 50 µM, or IC50 in µM where a hit was titrated; 310,000 compounds, 0.33% hits; in the data active = a potency from the dose series; inconclusive = inhibition mostly from about 25% at the one dose, without a potency; inactive = the rest, 99 in 100 with inhibition below about 19%;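 note: 0% = induced wells with vehicle and 100% = uninduced wells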
# tuberculosis growth: growth inhibition of non-replicating M. tuberculosis (AID 488890); Mycobacterium tuberculosis non-replicating, growth inhibition; higher % means a stronger effect; inhibition, % at 25 µM, or IC50 in µM where a hit was titrated; 320,000 compounds, 0.39% hits; in the data active = a potency from the dose series; inconclusive = inhibition mostly from about 82% at the one dose, without a potency; inactive = the rest, 99 in 100 with inhibition below about 76%;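 note: plate controls were DMSO cells for no effect and high antibiotic wells for full effect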
# H37Rv inhibition: M. tuberculosis growth inhibition, HTS (AID 449762); 330,000 compounds, 0.59% hits; M. tuberculosis H37Rv growth inhibition, 7H9 media; higher % means a stronger effect; inhibition, % at 25 µM; hits with a dose series show IC50 in µM; in the data active = a potency from the dose series; inconclusive = inhibition above about 70% without an active follow-up result;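 note: bacterial growth assessed after seven days of incubation; strong numbers were not always called active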
# inhibitors of VEEV: inhibitors of VEEV TC-83 cytopathic effect, confirmation, Vero cells (AID 588727). Vero cells, VEEV TC-83 cytopathic effect inhibition; higher % means a stronger effect. inhibition, % at 20 µM, or IC50 in µM where a hit was titrated. 350,000 compounds, 0.13% hits; in the data active = a potency from the dose series; inconclusive = inhibition mostly from about 14% at the one dose, without a potency; inactive = the rest, 99 in 100 with inhibition below about 12%; note: strong numbers were not always called active
# H1N1 NS1A inhibition: H1N1 influenza NS1A inhibitors, functional cell based assay (AID 504329); NS1A functional cell-based assay, percent inhibition; higher % means a stronger effect; 340,000 compounds, 0.3% hits; one-dose inhibition, % at 12.5 µM; IC50 in µM for titrated hits; in the data active = a potency from the dose series; inconclusive = inhibition above about 27% without an active follow-up result; note: strong numbers were not always called active
# inhibitors of VEEV 10K pilot screen: further read-out of inhibitors of VEEV, marked with its call; inhibition, %; measured here: 10K pilot screen inhibition
# * = called active by the depositor; i = inactive; ? = inconclusive; . = not tested or not shown.
SMILES,Salmonella PhoP GFP,tuberculosis growth,H37Rv inhibition,inhibitors of VEEV,H1N1 NS1A inhibition,others
FC(F)(F)c1ccccc1CNCCc1c[nH]c2ccccc12,10%,29%,-1%,i,1%,
CC(C)C(NS(=O)(=O)c1cccc2nsnc12)C(=O)Nc1nc2ccc(Cl)cc2s1 (stereo not given),.,.,-11%,2.7%,6%,
Clc1ccc(C2CC(c3ccco3)n3ncnc3N2)cc1Cl (stereo not given),-1%,61%,?,i,-1%,
Cc1ccsc1C(=O)C1CCCN(Cc2cnc(N3CCCC3)s2)C1 (stereo not given),-7%,-1%,5%,8.2%,5%,
CCn1c(=O)c(=O)n(CC)c2cc(S(=O)(=O)N3CCc4ccccc43)ccc21,-3%,11%,9%,6.0%,5%,
Cc1cccc(Cn2c(N3CCc4ccccc4C3)nc3c2c(=O)[nH]c(=O)n3C)c1,-15%,-1%,2%,0.8%,-2%,
Oc1ccc(/C=N/NC(=S)N2CCOCC2)cc1,6%,-5%,4.2µM*,0.2%,-11%,
O=C(NNC(=O)c1ccccc1Cl)c1cccnc1,-12%,-3%,5%,0.4%,3%,
Cc1nc(OCC(=O)c2ccc(Cl)cc2)c(C#N)c2c1COC(C)(C)C2,0%,-11%,5%,5.7%,-1%,
Fc1ccc(NC(=S)NN=Cc2ccccc2Cl)cc1,.,.,.,i,-9%,
CS(=O)(=O)Nc1cccc2cccnc12,5%,i,?,0.4%,3%,
Cc1csc(CN(C)C(=O)C2CCC(=O)N(CCN(C)C)C2)n1 (stereo not given),-1%,12%,5%,0.3%,6%,
O=C(COc1coc(CN2CCN(c3ccccc3F)CC2)cc1=O)Nc1ccccc1,4%,6%,-6%,1.1%,0%,
CN(C1CCCCC1)S(=O)(=O)c1ccc(NC(=O)C2CCCCC2)cc1,5%,28%,-4%,i,-1%,
O=C(c1cccs1)N1CCN(c2ccc(F)cc2)CC1,0%,21%,-4%,0.2%,-17%,
Cc1ccc(C(=O)O)cc1S(=O)(=O)N1CCSCC1,-5%,-16%,-8%,4.8%,6%,
Cc1c(NC(=O)c2cc(Br)ccc2Cl)cccc1-n1cnnn1,.,15%,-1%,2.2%,-3%,
CCC1Sc2ccc(S(=O)(=O)CCC(=O)NCc3ccc(C)o3)cc2NC1=O (stereo not given),3%,19%,0%,3.0%,5%,
FC(F)(F)c1cc(C(F)(F)F)c2ccc(N/N=C/c3ccccc3)nc2n1,-12%,-3%,2%,0.7%,5%,
COc1cccc(C(=O)Nc2cnc(NC(=O)c3ccco3)cc2C)c1,8%,-10%,-3%,4.6%,-1%,
COc1ccc(-n2cnnc2SC(C)C(=O)Nc2cccc([N+](=O)[O-])c2)cc1 (stereo not given),-3%,9%,6%,0.5%,-4%,
O=C(/C=C/c1ccco1)Nc1ccc(Oc2ccc(Cl)cc2)cc1,-20%,23%,3%,0.9%,-15%,
COc1cc(F)cc(-c2ccc3c(c2)c(C#Cc2ccsc2)c(-c2cc(OC)cc(OC)c2)n3C)c1,.,-10%,-7%,1.2%,6%,
COc1ccc(CCC(=O)NC2CCCN(Cc3ccc(Cl)cc3)C2)cc1OC (stereo not given),-6%,7%,0%,i,2%,
CCOC(=O)c1c(C)c(C(=O)NCc2ccc3c(c2)OCO3)c(C)n1C,2%,2%,3%,0.4%,28%,

# Next part
SMILES,Salmonella PhoP GFP,tuberculosis growth,H37Rv inhibition,inhibitors of VEEV,H1N1 NS1A inhibition,others
CCOC(=O)CSc1nc2c(sc(=S)n2CCc2ccccc2)c(=O)n1Cc1ccco1,-8%,37%,5%,i,19%,
NS(=O)(=O)c1ccc(NC(=O)COC(=O)CSCc2ccc(F)cc2)cc1,.,-1%,-2%,4.5%,-11%,
O=C(NCCc1ccccc1)C1CCC(CNS(=O)(=O)c2ccccc2)CC1 (stereo not given),-4%,-8%,0%,i,8%,
CC1CCc2nc(N)c(C#N)c(-c3cccn3C)c2C1 (stereo not given),15%,3%,2%,1.8%,-3%,
CCOc1ccc(-c2csc(/C(C#N)=C\c3ccc(O)c([N+](=O)[O-])c3)n2)cc1,-13%,72%,11µM*,14%,8%,
FC(F)(F)c1nnc2ccc(Sc3ccccn3)nn12,-4%,-10%,1%,0.3%,10%,
O=C1C2ON(c3ccccc3)C(c3cccnc3)C2C(=O)N1c1ccccc1 (stereo not given),-6%,0%,-3%,2.5%,-2%,
COc1cccc2cc(C(=O)NCc3ccc(C)cc3)c(=O)oc12,3%,?,-2%,1.8%,-8%,
COc1ccc(CC(=O)Nc2cccc(S(=O)(=O)N3CCCC3)c2)cc1OC,.,26%,-2%,i,-7%,
CCC1CCCCN1C(=O)COC(=O)c1ccc(Br)o1 (stereo not given),.,70%,10%,0.9%,-9%,
CC(C)(C)c1cc(C(c2cccnc2)N2CCN(CCO)CC2)cc(C(C)(C)C)c1O (stereo not given),-8%,?,?,i,19%,
COc1ccccc1C(=O)COC(=O)c1ccc(-n2cnnn2)cc1,-3%,-1%,-1%,11%,-9%,
COc1ccc(C(=O)OCC(=O)NCC2CCCCC2)c(OC)c1,.,.,.,5.0%,-10%,
CCCCCCN1C=CC=C/C1=C/C=C(C#N)C#N,-20%,40%,-2%,3.3%,9%,
Cc1cccc(NC(=O)CSc2c3c(nc4ccccc24)CCC3)n1,0%,30%,1%,2.6%,5%,
Cc1ccc(C(=O)N/C(=C\c2ccc(F)cc2)C(=O)NCCCn2ccnc2)cc1,3%,-1%,6%,i,-27%,
CN1C(=O)/C(=C/c2cn(CC(=O)N3CCCCC3)c3ccccc23)c2ccccc21,-10%,-7%,37%,.,.,
CN(C)CCCOc1ccc(C(C)(C)c2ccccc2)cc1,20%,38%,-12%,i,-2%,
COc1cccc(/C=C/C(=O)OCC(=O)N(C)CC(=O)Nc2ccccc2Cl)c1OC,.,-15%,-2%,0.2%,-5%,
CCc1cc(C(=O)NNC(=S)NCC2CCCO2)cs1 (stereo not given),2%,6%,-2%,2.9%,9%,
CCc1ccccc1NC(=O)c1cc2sccc2n1C,-11%,.,-3%,5.1%,30%,
Cc1cc(NS(=O)(=O)c2ccc(NC(=O)C(C)Oc3cccc(C)c3C)cc2)nc(C)n1 (stereo not given),1%,17%,-4%,8.2%,-4%,
CCOC(=O)c1ccc(S(=O)(=O)N2CCNCC2)cc1,-6%,6%,6%,3.8%,-5%,
C=C[C@@H](C)N(Cc1ccc(OC)cc1)S(=O)(=O)N(Cc1ccccc1)[C@H](C=C)C(C)C,.,9%,-1%,i,8%,
Cc1c(Br)c(C(=O)NCc2cc3cc(Cl)ccc3[nH]2)nn1C,1%,-5%,4%,1.9%,-4%,

# 18 compounds out of the list, ordered by SMILES length, highest first.
SMILES,Salmonella PhoP GFP,tuberculosis growth,H37Rv inhibition,inhibitors of VEEV,H1N1 NS1A inhibition,others
C=C[C@@H](C)N(Cc1ccc(OC)cc1)S(=O)(=O)N(Cc1ccccc1)[C@H](C=C)C(C)C,.,9%,-1%,i,8%,
CCOc1ccc(-c2csc(/C(C#N)=C\c3ccc(O)c([N+](=O)[O-])c3)n2)cc1,-13%,72%,11µM*,14%,8%,
Cc1cc(NS(=O)(=O)c2ccc(NC(=O)C(C)Oc3cccc(C)c3C)cc2)nc(C)n1 (stereo not given),1%,17%,-4%,8.2%,-4%,
CN1C(=O)/C(=C/c2cn(CC(=O)N3CCCCC3)c3ccccc23)c2ccccc21,-10%,-7%,37%,.,.,
COc1cccc(/C=C/C(=O)OCC(=O)N(C)CC(=O)Nc2ccccc2Cl)c1OC,.,-15%,-2%,0.2%,-5%,
Cc1ccc(C(=O)N/C(=C\c2ccc(F)cc2)C(=O)NCCCn2ccnc2)cc1,3%,-1%,6%,i,-27%,
NS(=O)(=O)c1ccc(NC(=O)COC(=O)CSCc2ccc(F)cc2)cc1,.,-1%,-2%,4.5%,-11%,
O=C1C2ON(c3ccccc3)C(c3cccnc3)C2C(=O)N1c1ccccc1 (stereo not given),-6%,0%,-3%,2.5%,-2%,
O=C(NCCc1ccccc1)C1CCC(CNS(=O)(=O)c2ccccc2)CC1 (stereo not given),-4%,-8%,0%,i,8%,
Cc1c(Br)c(C(=O)NCc2cc3cc(Cl)ccc3[nH]2)nn1C,1%,-5%,4%,1.9%,-4%,
COc1ccccc1C(=O)COC(=O)c1ccc(-n2cnnn2)cc1,-3%,-1%,-1%,11%,-9%,
COc1ccc(C(=O)OCC(=O)NCC2CCCCC2)c(OC)c1,.,.,.,5.0%,-10%,
CCOC(=O)c1ccc(S(=O)(=O)N2CCNCC2)cc1,-6%,6%,6%,3.8%,-5%,
CC1CCc2nc(N)c(C#N)c(-c3cccn3C)c2C1 (stereo not given),15%,3%,2%,1.8%,-3%,
CCC1CCCCN1C(=O)COC(=O)c1ccc(Br)o1 (stereo not given),.,70%,10%,0.9%,-9%,
CCc1cc(C(=O)NNC(=S)NCC2CCCO2)cs1 (stereo not given),2%,6%,-2%,2.9%,9%,
CCCCCCN1C=CC=C/C1=C/C=C(C#N)C#N,-20%,40%,-2%,3.3%,9%,
CCc1ccccc1NC(=O)c1cc2sccc2n1C,-11%,.,-3%,5.1%,30%,

# Other records:
SMILES,Salmonella PhoP GFP,tuberculosis growth,H37Rv inhibition,inhibitors of VEEV,H1N1 NS1A inhibition,others
N#C/C(C(=O)Oc1ccccc1)=C1\C=CC=CN1,-7%,-13%,0%,1.8%,12%,
COc1ccc(/C=C/CN2CCCC(C(=O)c3cc(F)ccc3F)C2)cc1 (stereo not given),-6%,21%,3%,0.4%,6%,
CC1(C)C(=O)N(c2ccccc2)C(=O)c2ccccc21,11%,-1%,4%,i,11%,
O=C(Nc1ccc(F)cc1)Nc1nnc(Cc2ccccc2F)s1,-3%,35%,1%,0.4%,-10%,
O=S(=O)(/N=C(/c1ccccc1Cl)N1CCOCC1)c1ccccc1,18%,-21%,0%,i,-8%,
COC(=O)C1=C(C(=O)OC)C2c3ccccc3C1c1ccccc12,.,.,.,0.1%,16%,
CCC(C)OC(=O)C1=C(C)NC(=O)CC1c1ccccc1OC (stereo not given),2%,2%,-12%,0.3%,1%,
C=CCn1c(SCC(=O)Nc2c(C)n(C)n(-c3ccccc3)c2=O)nnc1-c1cccnc1,.,-1%,2%,2.9%,12%,
COC(=O)c1[nH]c2cc(OC)ccc2c1NC(=O)CN1CCN(c2cccc(C)c2)C(C)C1 (stereo not given),-9%,54%,27µM*,6.4%,-2%,
Cn1c(=O)[nH]c(=O)c2c1nc(N1CCCCCC1)n2CCOc1ccccc1,0%,10%,-2%,1.2%,6%,
Cn1c2ccccc2c(=O)c2c(=O)n(Cc3ccco3)c(COc3ccccc3)nc21,7%,15%,7%,9.3%,-1%,
CC1Sc2ccc(S(=O)(=O)N3CCC(C(=O)Nc4ccc(Cl)cc4)CC3)cc2NC1=O (stereo not given),-19%,8%,?,0.2%,-1%,
O=C1CCC(C(=O)Nc2cccc3ccccc23)N1 (stereo not given),8%,-1%,-3%,i,0%,
Cc1ccc(C(=O)N2CC3(C(C)C)CN(C(=O)c4ccc(C)cc4)CC(C(C)C)(C2)C3=O)cc1,-11%,10%,-5%,0.2%,-5%,
CC(C)c1ccc(/C=N/NC(=O)CCNC(=O)c2ccccc2)cc1,7%,33%,9%,1.7%,-5%,
CCSCC1COC(c2cccn2Cc2ccc(C)cc2)=N1 (stereo not given),1%,9%,-10%,2.9%,5%,
CCN(CC)c1ccc(NC(=O)CCCCCN2C(=O)c3ccccc3C2=O)cc1,8%,23%,2%,3.0%,11%,
Cn1c(SCC(=O)N2CCCc3ccccc32)nnc1-c1c[nH]c2ccccc12,-1%,13%,-3%,3.5%,-18%,
CCOC(=O)c1c(-c2ccccc2Cl)cn2ccccc12,-8%,.,-8%,i,1%,inhibitors of VEEV 10K pilot screen=1.8
CCOC(=O)CC(=O)Nc1nc2ccccc2s1,-4%,41%,-5%,1.1%,-8%,
CC(C)C(=O)NCCSc1c[nH]c2ccccc12,2%,-5%,-5%,i,4%,
Cc1ccc2occ(C3NC(C(=O)O)CS3)c(=O)c2c1 (stereo not given),9%,14%,4%,i,-5%,
CC(CCCC(C)(C)O)NCc1cn[nH]c1-c1ccc2c(c1)OCO2 (stereo not given),4%,15%,-3%,0.1%,-3%,
Cc1cc([N+](=O)[O-])nn1CC(=O)N1N=C(C(F)F)CC1(O)C(F)F (stereo not given),-5%,-1%,-1%,i,4%,
CN(Cc1cccc2ccccc12)C(=O)c1cc(COc2c(F)cccc2F)on1,-9%,1%,8%,0.2%,6%,
O=C(OCC(=O)N1CCCCC1)c1cc2ccccc2cc1O,3%,5.8µM*,5µM*,0.9%,-5%,
